mIAP activ = increases mouse intestinal alkaline phosphatase activity | muIAP, CDP-Star luminescence, 30 min; hits give high values; 1 = vehicle-only enzyme signal, 0 = enzyme-free wells | activation factor at 10 µM | 330,000 tested, 0.24% active;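 active means activation factor of at least 2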; further: the source names both 10 and 20 µM as test concentration; values of inactives mirror those of a sister screen read the other way
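Assay system: mouse IAP enzyme; reagent: chemiluminescent substrate CDP-Star; dosing: test compounds delivered from DMSO solution; schedule: 30 min at room temperature; measured by: luminescence from enzymatic CDP-Star hydrolysis; controls: DMSO-only wells and no-enzyme negative control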
mIAP block = mouse IAP inhibition | purified mouse IAP, CDP-Star luminescence, 30 min | AID 2806 | inhibition, % at 10 µM | 330,000 tested, 0.2% active;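 active means inhibition of at least 40% at 10 µM in the primary screen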;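 further: plate controls were DMSO with enzyme for no effect and no enzyme wells for full effect; values of inactives mirror those of a sister screen read the other way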
TIM10 inh = TIM10 yeast growth inhibition; inhibition, % at 10 µM; AID 463195; 330,000 tested, 1.4% active; S. cerevisiae TIM10 strain growth, BacTiter-Glo luminescence, 24 h;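 active means inhibition of 40% or more at the single tested concentration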;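 further: wild-type TIM10 isogenic control strain grown at permissive 25 °C; 0% = DMSO yeast wells and 100% = minimal medium wells without yeast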
APOBEC3A inh = human APOBEC3A DNA deaminase inhibition; 330,000 tested, 0.41% active; inhibition, % at 20 µM; AID 493011; recombinant A3A, FAM/TAMRA ssDNA deamination fluorescence; P31941;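 active means at least 40% inhibition at 20 µM here, with at most 30% in a related deaminase screen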;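 further: plate controls were A3A with DMSO for no effect and wells lacking A3A enzyme for full effect; some results filed as inactive read as strong as hits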
Target sequence (P31941 whole entry, looked up): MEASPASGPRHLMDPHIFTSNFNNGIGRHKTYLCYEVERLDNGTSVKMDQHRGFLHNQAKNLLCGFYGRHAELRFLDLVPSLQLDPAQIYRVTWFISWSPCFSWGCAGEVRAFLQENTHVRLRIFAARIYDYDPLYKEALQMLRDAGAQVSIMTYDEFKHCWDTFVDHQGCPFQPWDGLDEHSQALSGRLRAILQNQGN
A3G deaminase = blocks human APOBEC3G single-stranded DNA deamination; recombinant A3G, ssDNA deamination FAM/TAMRA fluorescence; Q9HC16; inhibition, % at 20 µM; AID 493012; 330,000 tested, 0.28% active;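 active means inhibition of at least 40% at 20 µM, with no more than 30% in the related APOBEC3A deaminase screen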;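 further: plate controls were DMSO wells with A3G for no effect and wells lacking A3G enzyme for full effect; some compounds called inactive have numbers as strong as hits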
hIAP inh = blocks human intestinal alkaline phosphatase; purified IAP, CDP-Star luminescence, 30 min; 330,000 tested, 0.12% active; P09923; inhibition, % at 10 µM;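 active means inhibition reaching a set limit with compound at 10 µM in the primary screen, cut at about 35% in these data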;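 further: plate controls were DMSO wells with enzyme for no effect and no-enzyme buffer wells for full effect; values of inactives mirror those of a sister screen read the other way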
Target sequence (P09923 whole entry, looked up): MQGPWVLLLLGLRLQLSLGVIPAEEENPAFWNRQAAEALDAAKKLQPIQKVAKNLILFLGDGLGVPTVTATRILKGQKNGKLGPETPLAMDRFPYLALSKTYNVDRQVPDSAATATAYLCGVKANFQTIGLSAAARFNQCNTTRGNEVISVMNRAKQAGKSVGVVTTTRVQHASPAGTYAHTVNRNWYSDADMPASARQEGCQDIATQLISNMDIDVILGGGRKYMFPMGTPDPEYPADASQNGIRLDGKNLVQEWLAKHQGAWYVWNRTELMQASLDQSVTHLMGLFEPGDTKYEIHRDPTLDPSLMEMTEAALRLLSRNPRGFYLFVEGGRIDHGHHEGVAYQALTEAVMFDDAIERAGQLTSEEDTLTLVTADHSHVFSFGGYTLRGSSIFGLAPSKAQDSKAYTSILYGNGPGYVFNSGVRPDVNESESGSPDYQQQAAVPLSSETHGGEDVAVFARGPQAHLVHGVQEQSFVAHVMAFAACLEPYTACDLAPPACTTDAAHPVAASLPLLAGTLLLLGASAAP
NALP3 yeast inh = blocks the NALP3 inflammasome reconstituted in yeast; 330,000 tested, 0.39% active; Yeast reconstituted NLRP3/ASC/caspase-1, beta-gal luminescence, 24 h; inhibition, % at 10 µM; AID 2825;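 active means inhibition of 50% or more; inactive means inhibition below 50%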;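 further: plate controls were induced DMSO wells for no effect and uninduced yeast grown without galactose for full effect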
tim10-1 inh = tim10-1 yeast growth inhibition; AID 463190; 330,000 tested, 2.2% active; inhibition, % at 20 µM; S. cerevisiae tim10-1 ts strain growth, BacTiter-Glo, 24 h;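 active means inhibition of at least 40%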;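 further: mutant grown at 25 °C; 0% = DMSO wells with yeast and 100% = wells holding no yeast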
MIN6 prolif = induces beta-cell replication in MIN6 cells. MIN6 cells proliferation, ATPlite luminescence, 48 h; cells starved in 0.2% serum; 100% = growth in 10% serum. proliferation, % at 10 µM. 330,000 tested, 0.29% active. AID 2380;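 active means compounds whose signal lies at least 3.5 SD above the mean of all wells on their plate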;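 further: 0% = DMSO-treated cells in low-serum medium and 100% = 10% serum control; some compounds called inactive have numbers as strong as hits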
* = called active by the depositor.

Screens in order: mIAP activ	mIAP block	TIM10 inh	APOBEC3A inh	A3G deaminase	hIAP inh	NALP3 yeast inh	tim10-1 inh	MIN6 prolif
(1) O=C(NNC(=O)c1cccc(S(=O)(=O)N2CCN(c3ccccc3)CC2)c1)c1ccc(Cl)cc1
  0.87	13	-19	1	-3	-7	2	21	0
(2) Fc1cccc(C2NC(=S)NC3=C2N2CCC3CC2)c1 (stereo not drawn)
  1	-5	7	2	7	6	14	-1	-4
(3) CC(C)C(NC(=O)C(C)N1C(=O)c2ccccc2C1=O)c1ccccc1 (stereo not drawn)
  0.9	10	15	-4	-11	2	14	4	3
(4) COc1cc(C(=O)Nc2ccc3nc(N4CCN(C)CC4)cc(C)c3c2)cc(OC)c1OC
  1.1	-8	-3	9	-5	-5	17	14	-2
(5) O=C(CCN1C(=O)/C(=C\c2ccccc2)SC1=S)NNC(=O)c1ccccc1O
  0.75	25	26	-7	-11	-94	9	-8	-1
(6) Nn1c(SCC(=O)N2CCCc3ccccc32)nncc1=O
  1	-4	0	-1	-9	-4	7	10	-4
(7) Cc1ccccc1NS(=O)(=O)c1ccc(C(=O)N2CCCCCC2)cc1
  0.97	3	11	1	-4	-1	6	23	1
(8) Cc1ccc(C(=O)NC2(C(Cl)Cl)N=C(c3ccccc3)N=C2N)cc1 (stereo not drawn)
  0.98	2	-7	1	-3	-9	7	10	-3
(9) Cc1cc(C)c2c(c1)/C(=c1/sc3n(c1=O)CN(c1ccccc1)CN=3)C(=O)N2
  0.96	4	-3	4	12	-6	17	1	-4
(10) Cc1nc(-c2nnc(SCC(=O)Nc3cc(Cl)cc(Cl)c3)n2C)cs1
  1	-2	-16	7	4	5	5	3	-3

(listing goes on)
Screens in order: mIAP activ	mIAP block	TIM10 inh	APOBEC3A inh	A3G deaminase	hIAP inh	NALP3 yeast inh	tim10-1 inh	MIN6 prolif
(11) COc1ccc(S(=O)(=O)NCCc2ccc(F)cc2)cc1
  0.97	3	-2	-5	-3	5	14	17	0
(12) CCCN(Cc1ccccc1)C(=S)Nc1cccc(C(F)(F)F)c1
  1.2	-18	25	0	-7	8	10	47*	-2
(13) CC(=O)Nc1ccc(S(=O)(=O)N2CCN=C2C)cc1
  1	-2	2	1	-2	10	12	10	2
(14) COc1cc(/C=N/NC(=O)CNc2n[nH]c(=O)[nH]c2=O)ccc1O
  0.95	5	22	1	-7	9	-8	10	-3
(15) COc1cccc(C(=O)CSc2nccn2C)c1
  0.96	4	-2	-6	-3	2	6	-5	-1
(16) Cc1cc(C)c(O)c(C2(O)C(=O)c3ccccc3C2=O)c1
  1	0	10	5	0	-11	11	0	-1
(17) CC1CC(C)CN(C(=O)C(C)N(C)CC(=O)Nc2ccc(F)cc2)C1 (stereo not drawn)
  1	-3	-4	0	-10	2	22	5	8
(18) O=C(NCC(c1cccs1)N1CCOCC1)c1cc(S(=O)(=O)N2CCOCC2)c(Cl)cc1Cl (stereo not drawn)
  0.96	4	3	-2	-9	10	-6	-7	1
(19) O=C(NCCc1ccccc1)C1CCN(c2ncccn2)CC1
  0.97	2	6	0	0	-5	21	15	1
(20) CCn1c(=O)c([N+](=O)[O-])c(N2CCN(Cc3ccc4c(c3)OCO4)CC2)c2ccccc21
  0.94	6	27	-4	-2	4	29	19	-3

The list goes on:
Screens in order: mIAP activ	mIAP block	TIM10 inh	APOBEC3A inh	A3G deaminase	hIAP inh	NALP3 yeast inh	tim10-1 inh	MIN6 prolif
(21) CCOC(=O)C1CCN(CCC(=O)Nc2ccc(C)cc2)CC1
  0.98	2	-6	2	2	-7	1	7	3
(22) COc1ccccc1N1CCN(C(c2ccccc2)c2nnnn2CCc2ccccc2)CC1 (stereo not drawn)
  1	0	21	-2	0	-2	6	35	0
(23) Cc1ccc(N(CC(=O)NCc2ccc(F)cc2)S(=O)(=O)c2cccs2)cc1
  0.97	3	10	0	-2	-5	13	-14	-2
(24) NC(=O)[C@@H]1CC2(CC(c3cccc(NC(=O)[C@@H]4CCC(=O)N4)c3)=NO2)CN1C(=O)Cc1ccc([N+](=O)[O-])cc1 (stereo partly drawn)
  1.1	-10	9	-5	-11	-9	8	5	-2
(25) COc1ccc(C)cc1S(=O)(=O)Nc1ccc2c(c1)OCO2
  0.92	8	3	2	-3	7	12	7	0
(26) Cc1nc2cc(N=NC3=C(O)CCCC3=O)ccc2s1
  0.91	9	-15	6	7	-12	9	4	-2
(27) CCc1nnc(SCC(=O)Nc2ccc(F)cc2)o1
  1	-4	1	-5	-6	-2	1	10	3
(28) CCN(C(=O)COC(=O)CNC(=O)C1CCCCC1)c1ccccc1
  1	-1	-2	-1	-8	-13	25	-12	2
(29) CC(Sc1nc(NC(C)(C)C)nc(N(C)C)n1)C(=O)Nc1ccccc1 (stereo not drawn)
  1.4	-44	4	4	-3	1	0	7	-3
(30) COc1ccc2cc(-c3[nH]ncc3CN3C[C@@H]4CCC[C@H]3C4)ccc2c1
  1.1	-6	0	7	-2	-20	7	1	-2

Following part:
Screens in order: mIAP activ	mIAP block	TIM10 inh	APOBEC3A inh	A3G deaminase	hIAP inh	NALP3 yeast inh	tim10-1 inh	MIN6 prolif
(31) O=C(c1ccccc1)N1CCN(C2CC3CCC2C3)CC1 (stereo not drawn)
  1	0	-4	-1	7	-41	18	-6	-3
(32) C/C(Nc1cccc(F)c1)=C(/C#N)C(N)=O
  0.99	1	2	2	-4	8	-17	20	0
(33) O=C(COC(=O)CCCOc1ccc(Cl)cc1Cl)Nc1cccc(Cl)c1
  1.3	-27	-6	0	-4	2	24	35	-1
(34) C#CC(CC)(CC)NC(=O)c1ccc(Br)s1
  0.99	1	20	1	-7	-3	16	21	1
(35) Cc1nc(CS(=O)(=O)c2ccccc2)cc(N2CCOCC2)n1
  1	-2	2	-2	-3	-7	12	1	-2
(36) NC(=O)C(c1ccc(Cl)cc1)c1ccc(Sc2ccccc2)nn1 (stereo not drawn)
  0.96	4	14	-2	-7	6	5	5	0
(37) CC(C)c1cc(NC(=O)CCl)on1
  0.95	4	2	-1	-4	-32	-19	11	-6
(38) Cn1ncc(Cl)c1C(=O)NCC1CCCO1 (stereo not drawn)
  1.1	-10	-1	-5	-6	-26	7	4	-5
(39) CCN(CC)S(=O)(=O)c1cccc(NC(=O)C2SC(=Nc3ccc(C)cc3C)C(C(=O)NCC3CCCO3)=C2N)c1 (stereo not drawn)
  0.95	5	11	2	3	1	-2	12	-6
(40) COc1ccc(CCNC(=O)CSc2ccc(-c3ccncc3)nn2)cc1
  1	-2	12	4	0	-3	-1	3	-1

Later entries
Screens in order: mIAP activ	mIAP block	TIM10 inh	APOBEC3A inh	A3G deaminase	hIAP inh	NALP3 yeast inh	tim10-1 inh	MIN6 prolif
(41) CCc1nc2c(cnn2-c2ccc(Cl)cc2)c(=O)n1-c1ccc(OC)cc1
  1	-1	42*	-3	-4	3	-6	6	-5
(42) COC(=O)c1c(C(=O)OC)c(-c2ccc(C(C)(C)C)cc2)n2c1CS(=O)C2 (stereo not drawn)
  1	0	10	4	-1	-14	-1	8	-1
(43) CC(C)COC(=O)c1ccc(NC(=O)C2C3C=CC(C3)C2C(=O)O)cc1 (stereo not drawn)
  1	-4	-19	3	2	-14	17	1	-1
(44) O=C(NCc1ccccn1)C1CN(S(=O)(=O)c2ccccc2)CCN1S(=O)(=O)c1ccccc1 (stereo not drawn)
  0.93	7	23	-3	-3	3	4	20	2
(45) Cc1ccc(-n2nnc(-c3cc4ccccc4nc3Cl)n2)cc1
  0.85	15	12	-2	-14	12	17	-11	-2
(46) Cc1[nH][nH]c(=O)c1C(c1ccc(N(C)C)c(Br)c1)c1c(C)[nH][nH]c1=O
  1	0	18	-7	-3	-39	16	22	-2
(47) COc1ccc(C(=O)CC(=O)c2ccccc2O)cc1OC
  1.1	-7	15	-2	6	5	11	18	2
(48) CCOC(=O)c1sc(NC(=O)c2cccc(S(=O)(=O)N3c4ccccc4CC3C)c2)cc1C (stereo not drawn)
  0.85	15	-7	1	-10	1	7	-1	0
(49) Nc1c2c(nc3sc4c(c13)CCCC4)-c1ccccc1CC2
  0.97	3	43*	-1	-8	4	-14	22	-4
(50) Cc1ccnc(NS(=O)(=O)c2ccc(NC(=O)Cc3c(F)cccc3Cl)cc2)n1
  1	-2	-3	-3	-6	-8	28	-12	0

New compounds follow.
Screens in order: mIAP activ	mIAP block	TIM10 inh	APOBEC3A inh	A3G deaminase	hIAP inh	NALP3 yeast inh	tim10-1 inh	MIN6 prolif
(51) CCCS(=O)(=O)c1c(S(=O)(=O)CCC)c2ccccn2c1C(=O)OC
  1	-4	-7	6	-2	-6	7	16	1
(52) COCCN(Cc1cc2cc(C)ccc2nc1Cl)C(=O)Nc1ccccc1OC
  0.96	4	4	-1	-5	8	33	-10	2
(53) O=C(NCCC1=CCCCC1)C1CCN(S(=O)(=O)c2ccc(Br)s2)CC1
  1.1	-15	30	6	0	7	26	27	0
(54) CC(=NNC(=O)CCC(=O)Nc1ccccc1Cl)c1ccco1
  0.81	19	-1	2	0	-4	20	-17	0
(55) c1ccc(-n2nnnc2SCc2ccccn2)cc1
  0.96	4	-6	-5	-5	7	-5	17	-2
(56) COc1ccc(CCNc2oc(COc3ccccc3F)nc2C#N)cc1
  1.2	-18	-1	-2	-1	-2	18	23	-3
(57) CC1(C)Cc2ccccc2-c2nnc(SCC(=O)Nc3ccc4c(c3)OCO4)n21
  1	-5	-10	1	0	-7	-1	17	0
(58) O=C1Oc2ccccc2C(=O)/C1=C/N1CCN(c2ccccc2F)CC1
  1.1	-9	0	5	5	6	-1	6	5
(59) NC(=O)CSCc1c(Cl)cccc1Cl
  1.1	-6	6	-1	-1	7	-9	-1	-3
(60) COc1cc2[nH]c(=S)n(Cc3ccco3)c(=O)c2cc1OC
  0.73	27	-6	-8	-2	10	-9	19	-1

(next part)
Screens in order: mIAP activ	mIAP block	TIM10 inh	APOBEC3A inh	A3G deaminase	hIAP inh	NALP3 yeast inh	tim10-1 inh	MIN6 prolif
(61) Cc1cc(=O)c(C(=O)Nc2cccc(C(=O)NC3CC3)c2)nn1-c1ccccc1Cl
  1	-3	19	1	2	8	3	12	3
(62) Cc1ccc(S(=O)(=O)N2CCCCC2)cc1NC(=O)Cn1cnnn1
  0.96	4	1	7	1	-5	-4	-12	-1
(63) COc1ccc(CCC(=O)N2CCN(c3cccc(C)c3C)CC2)cc1
  0.93	7	22	-3	-10	-9	15	18	0
(64) O=C(NNc1ccccc1)C(=O)NNS(=O)(=O)c1ccc(CCCl)cc1
  0.83	17	-56	2	0	-78	15	-63	-1
(65) CC[C@@]12C(=O)N(c3cccc(Br)c3)C(=O)N1[C@H](c1ccc(OC)cc1)[C@@H]1C(=O)N(C(C)(C)C)C(=O)[C@@H]12
  0.93	7	-4	-3	-6	0	7	-19	3

Screening data (PubChem)
